# NPC1 promoter act: activates the NPC1 promoter | AID 485313 | Potency, µM (doses to about 9.22 µM), for the others: at the highest dose activation, most hits filed as activators | Huh7 NPC1 promoter luciferase reporter, 24 h | 2.4% of 320,000 active;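 further: potency means the concentration at half of the fitted maximal effect; % of control where 0% means no effect; nearly all actives have a fitted effect of over 60% in size; reporter is driven by a mutant NPC1 promoter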
#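 Compounds in DMSO were transferred onto Huh7 NPC1-luciferase reporter cells pre-incubated 2 h; after 24 h at 37 °C, Amplite reagent was dispensed and luminescence recorded 10 min later.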
# Gal4-VP16 FLuc: Gal4-VP16 reporter inhibition counter-screen. Drosophila S2 Gal4-VP16 UAS-luciferase, luminescence, 20 h. Potency, µM (titrated, usually from 53.6 µM), for inactives: at the highest dose activity, negative = inhibition, hits mostly inhibitors. 3.5% of 310,000 active;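 further: Gal4-VP16 expression switched on by copper sulfate through the metallothionein promoter; potency means the concentration at half of the fitted maximal effect; on the % scale 0 is the no-effect control and ±100 the full control effect; nearly all actives have a fitted effect of over 50% in size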
# PKM2 act: activators of human pyruvate kinase M2 | P14618 | purified PKM2, Kinase-Glo ATP luminescence, activation; response scale: 0% is enzyme alone, no compound | Potency, µM (series often up to 57.5 µM), inactives show top-dose activation, hits mostly activators | 0.34% of 260,000 active; further: potency means the concentration at half of the fitted maximal effect; on the % scale 0 is the no-effect control and ±100 the full control effect; nearly all actives have a fitted effect of over 55% in size
# Target sequence (P14618 whole entry, looked up): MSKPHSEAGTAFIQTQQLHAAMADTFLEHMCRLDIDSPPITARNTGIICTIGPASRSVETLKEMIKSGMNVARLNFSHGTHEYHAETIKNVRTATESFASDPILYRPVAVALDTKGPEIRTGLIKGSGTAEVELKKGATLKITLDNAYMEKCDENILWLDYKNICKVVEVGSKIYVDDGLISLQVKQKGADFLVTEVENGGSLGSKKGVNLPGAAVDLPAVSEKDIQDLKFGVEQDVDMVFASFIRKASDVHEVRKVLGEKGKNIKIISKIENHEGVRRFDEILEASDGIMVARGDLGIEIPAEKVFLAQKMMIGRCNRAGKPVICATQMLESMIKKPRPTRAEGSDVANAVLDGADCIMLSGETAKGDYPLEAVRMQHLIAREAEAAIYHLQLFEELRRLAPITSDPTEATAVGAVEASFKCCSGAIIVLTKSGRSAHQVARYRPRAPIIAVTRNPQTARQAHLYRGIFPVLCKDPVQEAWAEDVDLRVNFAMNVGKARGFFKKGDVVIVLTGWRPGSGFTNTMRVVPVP
#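 Purified hPK-M2 (>95%) run at intermediate activity with 0.1 mM ADP and 0.5 mM PEP in 50 mM imidazole pH 7.2, KCl, MgCl2; 1 h room temperature. ATP formed read by Kinase-Glo luminescence; normalized to uninhibited and no-enzyme controls.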
# FLuc counter: counter-screen for miR-21 project: firefly luciferase inhibitors or activators; purified FLuc, Km substrates, luminescence inhibition; 6.9% of 360,000 active; Potency, µM (series often up to 57.5 µM), for the others: top-dose activity change, negative = inhibition, actives largely listed as inhibitors; P08659;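 further: potency means the concentration at half of the fitted maximal effect; plate controls were vehicle for no effect and reference inhibitor for full effect; nearly all actives have a fitted effect of over 55% in size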
#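 Biochemical qHTS of compounds, final roughly 60 µM downward over six points, against 10 nM purified firefly luciferase using Km concentrations of substrates (10 uM D-luciferin, 10 uM ATP) in Tris acetate pH 7.5 buffer; luminescence output.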
# RORg inh: blocks mouse ROR gamma transcriptional activity; Potency, µM (top dose mostly 53.6 µM), without a hit: top-dose activity change, negative = inhibition, hits mostly inhibitors; P51450; 5.4% of 310,000 active; Drosophila S2 Gal4-RORgamma UAS-luciferase reporter, 20 h; AID 2551; further: potency means the concentration at half of the fitted maximal effect; on the % scale 0 is the no-effect control and ±100 the full control effect; nearly all actives have a fitted effect of over 60% in size
# Target sequence (P51450 whole entry, looked up, the tested form may be a part): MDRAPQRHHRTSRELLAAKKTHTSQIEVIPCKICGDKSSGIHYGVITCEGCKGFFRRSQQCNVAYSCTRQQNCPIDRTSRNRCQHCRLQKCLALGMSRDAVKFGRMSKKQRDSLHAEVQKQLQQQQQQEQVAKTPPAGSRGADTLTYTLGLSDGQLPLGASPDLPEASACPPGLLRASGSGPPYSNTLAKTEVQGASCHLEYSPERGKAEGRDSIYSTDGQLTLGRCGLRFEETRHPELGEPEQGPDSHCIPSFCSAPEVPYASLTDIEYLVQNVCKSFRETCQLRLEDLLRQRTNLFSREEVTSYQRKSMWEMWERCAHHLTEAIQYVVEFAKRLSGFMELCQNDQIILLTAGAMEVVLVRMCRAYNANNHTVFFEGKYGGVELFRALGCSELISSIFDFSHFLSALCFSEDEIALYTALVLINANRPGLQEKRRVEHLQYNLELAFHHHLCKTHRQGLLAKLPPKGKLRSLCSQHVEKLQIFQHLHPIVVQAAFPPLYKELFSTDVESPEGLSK
#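 Luminescence from a UAS-regulated Photinus luciferase reporter in stably transfected Drosophila Schneider cells is measured; decreased signal marks ROR gamma inhibition. Fusion expression is induced by 700 uM copper sulfate for 20 hr.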
# ELG1 DNA repair: blocks ELG1-dependent DNA repair in HEK293T cells; HEK293T ELG1-luciferase reporter, luminescence, 16 h; DNA damage induced by 5-fluorouridine; Potency, µM (top dose mostly 46.1 µM), inactives show at the highest dose activity change, negative = inhibition, most hits filed as inhibitors; 2.3% of 330,000 active; AID 504467; further: potency means the concentration at half of the fitted maximal effect; on the % scale 0 is the no-effect control and ±100 the full control effect; nearly all actives have a fitted effect of over 55% in size
#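 DMSO vehicle served as the neutral condition. Each well held 2,000 cells given 5-fluorouridine plus compound; after 16 hr at 37 °C/5% CO2, ONE-Glo was added and luciferase measured 30 min later.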
# Rab9 promoter act: Rab9 promoter activation; 2.8% of 320,000 active; Potency, µM (series often up to 9.22 µM), without a hit: at the highest dose activation, negative = inhibition, most hits filed as activators; Huh7 Rab9 promoter-luciferase reporter, luminescence, 24 h; further: potency means the concentration at half of the fitted maximal effect; % of control where 0% means no effect; nearly all actives have a fitted effect of over 60% in size
#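 Measured in stably transfected Huh7 cells bearing a Rab9 promoter–luciferase construct: 24 h compound treatment at 37 °C, followed by luminescence detection.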
# MBNL1-CUG inh: inhibitors of human MBNL1 binding to CUG repeat RNA; Q9NR56; TR-FRET MBNL1-His/biotin-(CUG)12 binding, 665/545 ratio; Potency, µM (series often up to 57.5 µM), without a hit: top-dose activity change, negative = inhibition, actives largely listed as inhibitors; 0.036% of 280,000 active; AID 2675; active means well fitted inhibition curve with a large enough effect in the signal ratio, with a control signal flat, not every such curve was filed as active; inconclusive means small, poorly fitted or top-dose-only effect, or effect the other way, or a change in a side signal; inactive means no such curve, though single readings can be large or run the other way; the % refers to the signal ratio; further: potency means the concentration at half of the fitted maximal effect; on the % scale 0 is the no-effect control and ±100 the full control effect
#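 Ratiometric TR-FRET (665 over 545 nm, excitation 340 nm) tracks disruption of MBNL1-His/biotin-(CUG)12 complex after 60 min at room temperature, with compounds at 92 nM to 58 uM final.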
# KCNH2 3.1 block: KCNH2 3.1 (human) potassium channel inhibition; U2OS KCNH2 3.1, thallium flux FluxOr; active compounds read low; activity change, % (tested at about 1.8 µM); 0.95% of 340,000 active;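 active means maximum activity change below -70%; inconclusive means maximum activity change from -70% to -50%; inactive means maximum activity change above -50%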;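 further: thallium influx rate constant from kinetic fluorescence after stimulation buffer; on the % scale 0 is the no-effect control and ±100 the full control effect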
#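 We transduce U2OS cells with the mutant 3.1 virus, culture them overnight, load FluxOr with Red40 quencher for 45 min, then add stimulation buffer and read kinetically for 2 min to derive a normalized rate constant.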
# Mito fusion yeast: blocks mitochondrial division or promotes mitochondrial fusion; 0.23% of 320,000 active; AID 485298; S. cerevisiae fusion-defective mutant growth rescue, CellTiterGlo 48 h; Potency, µM (titrated, usually from 46.1 µM), for the others: top-dose growth rescue (activation), actives largely listed as activators;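 further: potency means the concentration at half of the fitted maximal effect; % of control where 0% means no effect; nearly all actives have a fitted effect of over 45% in size; temperature-sensitive fusion mutants such as fzo1-1 at 37 °C on non-fermentable ethanol glycerol medium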
#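 Growth-rescue viability read-out: after 48 h at the non-permissive 37C in glycerol/ethanol YPEG, yeast mitochondrial fusion mutants are measured by CellTiterGlo luminescence; compounds (23 nl pinned per well) restoring growth score as division inhibitors or fusion activators.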
# Menin-MLL TR inh: inhibitors of human menin-MLL interaction, mutant MLL peptide. Menin + Texas Red MLL mutant peptide, fluorescence polarization. Potency, µM (titrated, usually from 61.6 µM), inactives show at the highest dose FP activity change, negative = inhibition, usual class: inhibitors. 0.23% of 270,000 active. AID 1768; active means well fitted inhibition curve with a large enough effect in the polarisation, with a control signal flat, not every such curve was filed as active; inconclusive means small, poorly fitted or top-dose-only effect, or effect the other way, or a change in a side signal; inactive means no such curve, though single readings can be large or run the other way; the % refers to the polarisation; further: potency means the concentration at half of the fitted maximal effect; % of control where 0% means no effect; many of its hits are not listed in these tables
# Starred values were filed as active, the others as inactive; ? = inconclusive; nt = no result given; [ ] = remark or other dose. Unless noted, the call rests on the fitted dose curve; in most records, active means well fitted curve in the direction sought with a large enough effect; inconclusive means small, poorly fitted or top-dose-only effect, or another doubt; inactive means no such curve, though single readings can be large; an effect the other way counts as inactive or inconclusive.
SMILES,NPC1 promoter act,Gal4-VP16 FLuc,PKM2 act,FLuc counter,RORg inh,ELG1 DNA repair,Rab9 promoter act,MBNL1-CUG inh,KCNH2 3.1 block,Mito fusion yeast,Menin-MLL TR inh
Cc1cc(C)cc(SCc2noc(C(=O)NCC3CCCO3)c2C(=O)O)c1 (stereo unspecified),-5.3%,-4.2%,0.4%,-4.0%,3.1%,-5.6%,-1.1%,-2.6%,-3.8,4.1%,0.1%
COc1ccc(CCNCC(O)COc2c(C)cccc2C)cc1OC (stereo unspecified),-7.1%,9.2%,nt,-1.4%,0.6%,-11.6%,-0.9%,1.7%,-3.5,-16.1%,?
COc1ccc(Cl)cc1NC(=O)COC(=O)CNC(=O)C1CCCCC1,-2.7%,nt,nt,2.1%,nt,17.0%,-3.6%,nt,6.8,4.1%,nt
O=C(NCCc1ccccc1Cl)C1CC(=O)N(C2CCCCC2)C1 (stereo unspecified),-1.5%,1.3%,nt,1.3%,-2.9%,-10.9%,-1.7%,1.5%,11.5,-0.6%,-15.7%
COc1cc(NC(=O)Nc2ccc3c(c2)OCO3)cc(OC)c1OC,-3.8%,-1.8%,2.2%,5.3%,1.7%,12.9%,-5.6%,10.2%,-9.4,0.6%,18.3%
COc1ccc(C2C(C(=O)c3cccs3)=C(O)C(=O)N2c2nnc(C)s2)cc1OC (stereo unspecified),-6.5%,16.3%,2.8%,2.6%,17.5%,-9.8%,1.9%,?,2.1,-3.6%,?
Cc1cc(NC(=O)c2cc3ccccc3o2)ccc1NC(=O)c1ccccc1,-1.1%,-4.1%,-2.3%,?,13.0%,-12.9%,14.7%,46.1%[activator],18.2,-4.4%,41.2%[activator]
CCN(C1CCS(=O)(=O)C1)S(=O)(=O)c1ccc2ccccc2c1 (stereo unspecified),-4.1%,nt,nt,0.3%,nt,6.1%,2.2%,nt,1.9,-2.8%,nt
Cc1ccsc1C(=O)N1CCCC(C(=O)c2cc(F)ccc2F)C1 (stereo unspecified),-4.2%,6.1%,-14.8%,-1.2%,?,-8.7%,-0.8%,3.8%,13.4,2.7%,-7.2%
COc1ccccc1C(=O)NCCc1nc2ccccc2[nH]1,-1.5%,-6.5%,-1.6%,3.7%,11.3%,4.1%,2.9%,3.8%,-19.5,0.5%,0.7%
Nc1nc(SCC(=O)Nc2cccc(S(=O)(=O)N3CCCCCC3)c2)n[nH]1,1.8%,-1.8%,-1.1%,16.9µM*,31.2%,-4.7%,-0.8%,-5.8%,2.2,-2.8%,-19.3%
CC(C)c1ccccc1N=C1SCCN1C1CCS(=O)(=O)C1 (stereo unspecified),11.8%,8.8%,-3.3%,1.3%,8.4%,-7.6%,3.5%,-0.2%,-4.7,-0.5%,1.0%
O=C(NC(=S)Nc1ccccc1N1CCOCC1)c1ccccc1F,23.5%,20µM*,-13.8%,-13.0%,12.6µM*,2.3%,7.3%,2.0%,-0.8,-20.2%,nt
O=[N+]([O-])c1cc(S(=O)(=O)Nc2ccccc2)ccc1NCc1ccccc1,0.3%,-23.0%,-6.3%,1.5%,?,-12.5%,-0.9%,20.5%,-3.9,?,?
Cc1c(C(=O)Nc2cnccn2)oc2ccccc12,14.1%,-2.3%,-5.6%,15.1µM*,?,?,29.2%,-0.5%,11.0,6.5%,7.3%
CCOc1ccc2c(c1)C(NC(C)=O)C(=O)N2CCN1CCOCC1 (stereo unspecified),0.9%,-0.7%,nt,?,-7.6%,5.8%,-3.7%,-23.1%,1.6,4.6%,nt
Cc1cc(C)n(C(C)CC(=O)Nc2ccc3c(c2)OCO3)n1 (stereo unspecified),-5.5%,-8.1%,nt,-18.4%,15.1%,0.0%,-2.6%,-5.9%,1.0,-6.3%,?
O=C(COC(=O)c1cncc(Br)c1)NCc1ccccc1,7.2%,-1.1%,-2.3%,6.5%,3.3%,11.0%,2.7%,nt,-10.8,-4.1%,0.5%
COc1ccc(N2C(=O)CC(N3CCN(c4ccccc4)CC3)C2=O)cc1 (stereo unspecified),-7.1%,-3.6%,0.9%,1.9%,16.7%,6.1%,1.6%,0.0%,-13.7,-8.2%,-0.3%
O=C(Nc1ccccc1C(=O)NCC1CCCO1)c1ccccc1F (stereo unspecified),-3.2%,6.6%,-5.7%,-2.2%,7.5%,-11.8%,-3.1%,1.5%,5.2,2.0%,nt
Cc1nnc2sc(SCC(=O)Nc3nccs3)nn2c1=O,1.3%,2.0%,1.41µM*,-12.2%,-21.1%,?,-0.1%,nt,9.7,-3.8%,4.6%
O=C1CCCC2=C1C(c1cccs1)n1nc(SCc3ccccc3)nc1N2 (stereo unspecified),-1.5%,13.7%,-6.0%,3.8%,32.1%,-11.6%,-4.9%,-5.5%,3.1,1.1%,20.8%
CC(=O)CSc1ccc(-c2nc3cc(C)c(C)cc3[nH]2)cn1,-9.9%,1.2%,0.8%,-2.1%,-8.2%,-3.4%,-4.9%,-2.5%,-17.5,-1.7%,9.3%
C=CCOc1ccccc1/C=N/n1nnnc1N,2.7%,-12.2%,3.4%[11.5 µM],-1.0%,-24.3%,-12.5%,-2.8%,5.4%,-7.5,1.5%,0.4%
CC(C)Cn1c(CCCNC(=O)c2ccco2)nc2ccccc21,0.4%,-16.6%,nt,-0.3%,-24.5%,15.8%,-3.2%,-2.7%,-7.6,-28.7%,nt
COc1cc(C2CC(=O)Nc3ccccc3S2)cc(OC)c1OC (stereo unspecified),-2.4%,-1.7%,10.0%,3.6%,1.0%,10µM*,-6.4%,-2.8%,-10.2,-30.3%[inhibitor],18.8%
Fc1ccc(COc2ccccc2-c2ccnc3ncnn23)cc1,0.9%,25.9%,-1.2%,1.6%,-8.1%,11.0%,2.2%,2.8%,-33.2,1.6%,3.3%
O=C(CC(c1ccccc1)c1ccccc1)NCCO,-0.9%,15.5%,-1.6%,2.1%,2.2%,2.0%,0.9%,0.3%,3.9,-1.6%,5.5%
O=C(CSc1ccc2c(c1)OCCO2)Nc1cccc(S(=O)(=O)N2CCCCC2)c1,-3.1%,3.2%,-0.8%,?,14.2%[10 µM],-0.7%,-9.7%,nt,-36.2,-4.9%,20.4%
COc1ccc(C(=O)Nc2c3c(nn2-c2ccc([N+](=O)[O-])cc2)CS(=O)(=O)C3)cc1,-4.2%,-1.7%,nt,2.5%,0.0%,-2.4%,-3.5%,?,12.2,7.9%,19.1%
C/C(CC(=O)Nc1cc(Cl)ccc1Cl)=N\NC(=O)c1ccccc1Br,-4.8%,2.0%,7.1%,0.9%,?,3.3%,-11.4%,-3.2%,-0.6,8.8%,-5.0%
O=C(Nc1ccc(-c2noc(COc3ccccc3Cl)n2)cc1)c1ccco1,3.16µM*,-9.4%,-5.5%,10.7µM*,?,?,?,71.1%[activator],-22.9,3.7%,11.7%
CC(/C=N/n1c(-c2ccco2)n[nH]c1=S)=C\c1ccco1,1.5%,?,-6.1%,-2.3%,?,20.1%,1.0%,15.7%,-4.4,16.5%,16.4%
Cc1cccc(C(c2c(C)nn(-c3ccccc3)c2N)c2c(C)nn(-c3ccccc3)c2N)c1,-4.7%,-2.7%,5.1%,2.3%,-13.5%,?,-5.0%,-9.9%,1.0,18.0%,-11.6%
CN(C)c1cccc(C(=O)NNC(=O)CSc2ccccc2)c1,-5.7%,-8.9%,0.5%,-1.1%,-9.3%,?,5.1%,-0.6%,11.2,5.4%,-11.7%
Cc1cc(C)nc(NC(C)(C)C(=O)O)n1,0.1%,4.8%,0.3%,1.9%,-0.3%,6.5%,1.5%,-7.8%,3.4,-0.3%,14.3%
Cc1nnc(SCC(=O)N2CCOCC2)c2ccccc12,-0.2%,-1.6%,-0.6%,-1.0%,?,0.4%,10.3%,3.8%,6.0,1.4%,0.4%
O=C(CC(C(=O)O)c1ccccc1)Nc1cccc2ccccc12 (stereo unspecified),0.7%,2.4%,-2.1%,0.4%,-1.3%,8.6%,-0.5%,-4.1%,-10.3,0.3%,11.0%

# The list is partial; count on the stated rates, not on these rows.
